Assay outcomes deposited in PubChem by several laboratories.
WT yeast gro inh: growth inhibition of WT yeast, mitochondrial fusion screen. mitochondrial fusion phenotypic screen, WT strain. inhibition, % at 10 µM. 190,000 tested, 2.1% active. AID 1362; in the data active = inhibition above about 58%; tested in S. cerevisiae
AID2073: inhibitors of Mint1-CaV2.2 protein interaction, biochemical, HTRF (AID 2073) | HTRF protein-protein interaction, Mint1-CaV2.2; higher % means a stronger effect | one-dose inhibition, % at 20 µM; IC50 in µM for titrated hits | 290,000 tested, 0.19% active; in the data active = inhibition mostly above about 51%, no sharp cut-off; inconclusive = no clear call, values can overlap the other calls; inactive = mostly below about 53%; also: some results filed as inactive read as strong as hits
LYP phosphatase: PTPN22 lymphoid phosphatase activity blockers – biochemical, fluorescence intensity, uHTS (AID 1779); recombinant LYP phosphatase, fluorescence intensity; higher % means a stronger effect; inhibition, % at 11.5 µM, or IC50 in µM where a hit was titrated; 290,000 tested, 0.054% active; in the data active = inhibition above about 50%;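 also: plate controls were vehicle with enzyme for no effect and no enzyme for full effect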
NTR1 agonist: NTR1-driven beta-arrestin-GFP spot formation – imaging, U2OS cells, high content, primary screen (AID 493036) | P30989 | agonist mode | activation, % at 20 µM | 330,000 tested, 0.17% active;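 active = activation at or above 40% of the spot to cytoplasm intensity ratio, with at least 20 cells analyzed; inconclusive = wells under 20 cells, flagged as cytotoxic or low count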;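 also: 0% = DMSO without peptide and 100% = 100 nM NTR1 peptide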
Target sequence (P30989 whole entry, looked up): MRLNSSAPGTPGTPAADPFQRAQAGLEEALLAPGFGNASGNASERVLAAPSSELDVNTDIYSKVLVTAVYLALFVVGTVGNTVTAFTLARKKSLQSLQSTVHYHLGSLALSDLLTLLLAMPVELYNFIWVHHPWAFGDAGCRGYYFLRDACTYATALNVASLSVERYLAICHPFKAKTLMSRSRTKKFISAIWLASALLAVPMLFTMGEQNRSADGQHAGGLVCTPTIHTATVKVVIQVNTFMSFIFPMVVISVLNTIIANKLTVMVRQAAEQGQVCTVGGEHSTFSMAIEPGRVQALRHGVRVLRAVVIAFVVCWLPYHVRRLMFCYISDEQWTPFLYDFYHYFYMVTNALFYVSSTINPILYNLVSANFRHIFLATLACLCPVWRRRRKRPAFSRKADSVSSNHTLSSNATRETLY
Autophagy mod: autophagy modulation, high-content screen. calls only at 10 µM (by protocol). MEF GFP-LC3 puncta imaging; test concentration mostly 10 µM. AID 463193. 190,000 tested, 0.98% active;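 active = percentage of spot-positive cells more than 3 SD above its plate mean, without a fluorescence outlier flag or 80% toxicity; inconclusive = no clear call, values can overlap the other calls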;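 also: spot-positive cell cutoff set from DMSO-treated cells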
GPR35 antagonists: inhibition of zaprinast-stimulated GPR35 beta-arrestin translocation – imaging, U2OS, beta-arrestin-GFP, zaprinast agonist, primary screen (AID 2058). 290,000 tested, 0.052% active. one-dose inhibition, % at 10 µM; IC50 in µM for titrated hits. U2OS GPR35 beta-arrestin-GFP translocation imaging, zaprinast antagonism; higher % means a stronger effect;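 active = inhibition of at least 50% with at least 30 cells and total cytoplasm GFP at most 10,000,000; inconclusive = under 30 cells or total GFP of 10,000,000 plus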
Dengue-2 NS5 capping: Dengue-2 NS5 methyltransferase inhibitors, primary screen, biochemical, confirmation dose response (AID 588689); 340,000 tested, 0.3% active; Dengue-2 NS5 methyltransferase capping enzyme assay, biochemical; higher % means a stronger effect; inhibition, % at 25 µM, or IC50 in µM where a hit was titrated; in the data active = a potency from the dose series; inconclusive = inhibition above about 29% without an active follow-up result
K1F lysis inhibition: protection from phage-mediated lysis, alamar blue read-out – E. coli UTI89, K1F phage, bacterial capsule biogenesis inhibitors (AID 488966) | E. coli UTI89 K1F phage lysis, alamar blue, 2 h; higher % means a stronger effect | 340,000 tested, 0.02% active | inhibition, % at 100 µM, or IC50 in µM where a hit was titrated;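 active = phage lysis inhibition, versus mean bacterial control, above a set limit; inconclusive = no clear call, values can overlap the other calls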;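 also: capsule biogenesis inhibitors block K1F phage lysis so surviving cells raise fluorescence; higher fluorescence means more inhibition of phage lysis; actives were called in the ten point dose series up to 300 µM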
RSV CPE inhibition: inhibition of RSV-induced cytopathic effect – HEp-2 cells, primary 10 µM value included (AID 2391). HEp-2 cells, RSV-induced CPE inhibition; higher % means a stronger effect. one-dose CPE inhibition, % at 10 µM; IC50 in µM for titrated hits. 310,000 tested, 0.13% active; in the data active = a potency from the dose series; inconclusive = CPE inhibition mostly from about 23% at the one dose, without a potency; inactive = the rest, 99 in 100 with CPE inhibition below about 21%; also: strong numbers were not always called active
WT yeast gro inh mutant strain: also measured in WT yeast gro inh; calls as there; inhibition, %; mitochondrial fusion phenotypic screen, mutant strain inhibition
Autophagy mod cell loss 18 h: further read-out of Autophagy mod, marked with its call; toxicity, %; measured here: cell loss, nuclei count;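 cell loss after 18 h compound exposure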
NTR1 agonist cell count 20 µM: also measured in NTR1 agonist; calls as there; cell count; measured here: cell count, cytotoxicity flag
Numbers without * were called inactive; i = inactive; u = inconclusive; x = not tested or not shown; [ ] = dose if it differs, or a comment.

SMILES | WT yeast gro inh | WT yeast gro inh mutant strain | AID2073 | LYP phosphatase | NTR1 agonist | NTR1 agonist cell count 20 µM | Autophagy mod | Autophagy mod cell loss 18 h | GPR35 antagonists | Dengue-2 NS5 capping | K1F lysis inhibition | RSV CPE inhibition
CCOC(=O)/C(C#N)=N/Nc1ccccc1OC | 9 | 9 | 18% | -6% | 2.5 | 49 | i | 8 | -7% | 3% | 0.2% | 1.2%
CN(Cc1ccccc1)C(=S)Nc1cccnc1 | 2 | 8 | -7% | -6% | -1.0 | 56 | i | 8 | 2% | -5% | 0.4% | 0.2%
COc1c2c(c(C)c3c1C(=O)OC3)O[C@@]1(C)CC[C@@]3(O)C(C)(C)OC(=O)CC[C@]3(C)[C@H]1C2 | x | x | 9% | -8% | 0.9 | 101 | x | x | -9% | 7% | 3.8% | 4.5%
Cc1cc(Cl)ccc1NC(=O)CN1C(=O)NC2(CCCc3ccccc32)C1=O (centres undefined) | x | x | x | x | 0.6 | 50 | x | x | x | -7% | -0.1%[50 µM] | 3.7%
NCCc1nnc(SCC(=O)c2ccc(Cl)cc2)o1 | x | x | -2% | -11% | 0.6 | 52 | x | x | 0% | -2% | -0.1% | 0.4%
CC(=O)c1ccc(OCCNS(=O)(=O)c2ccc(-n3cnnn3)c(C)c2)cc1 | x | x | -8% | -11% | 1.3 | 53 | x | x | 2% | 1% | 0.9% | 12%
O=C(Nc1ccccc1C(=O)N/N=C/c1ccc(O)cc1)c1ccccc1 | x | x | 9% | -2% | 3.6 | 61 | x | x | -7% | -9% | 0.3% | 0.5%
O=C(C1CCN(S(=O)(=O)c2ccc(Br)s2)CC1)N1CCN(c2ccccc2)CC1 | x | x | 0% | -9% | 1.2 | 62 | x | x | 1% | -11% | 0.3% | 2.9%
COc1cc(/C=C2/C(=N)N3C=CSC3=NC2=O)ccc1OCCCOc1c(C)cccc1C | -14 | -22 | 6% | 5% | 9.5 | 47 | i | 2 | 3% | 1% | 3.2% | 6.3%
CCc1nnc(NC(=O)C2CCCN2C(=O)Nc2ccccc2OC)s1 (centres undefined) | -2 | 5 | 10% | 3% | 1.8 | 82 | i | -12 | 0% | 0% | -1.0% | 5.0%
CC1=CC2=NC(=O)/C(=C\c3cc(C)n(-c4cccc(Cl)c4)c3C)C(=N)N2O1 | 9 | 19 | 8% | 6% | 1.1 | 46 | i | 23 | -12% | -10% | -0.9%[50 µM] | 1.4%
Cc1n[nH]c(C)c1S(=O)(=O)N1CCN(c2ccccn2)CC1 | 1 | 13 | -5% | -4% | -1.0 | 45 | i | -12 | 0% | -2% | 1.3% | 0.2%
O=C(NC1CCCC1)c1ccc(Cl)s1 | x | x | -4% | -10% | 1.3 | 62 | x | x | -2% | 0% | 2.5% | 2.9%
CSCCC(NC(=O)COc1ccccc1)C(=O)O (centres undefined) | 6 | -27 | -1% | -5% | 1.0 | 48 | i | 11 | -3% | -13% | -0.1% | 0.3%
COc1ccc(-n2c(N)c(-c3nc4ccccc4n3C)sc2=S)cc1 | 5 | 4 | 8% | 6% | 11 | 31 | i | -3 | -17% | -1% | -0.1% | 2.4%
O=C1CC(c2ccco2)=Nc2ccccc2N1 | -13 | -9 | 13% | 1% | -0.3 | 45 | i | 2 | -7% | 1% | 0.2% | 1.7%
COc1nc(N)c(C#N)c(-c2ccc(N(C)CCC#N)cc2)c1C#N | x | x | 29% | -4% | 6.4 | 56 | x | x | -8% | x | x | 3.8%
O=C(Nc1nc2ccc(S(=O)(=O)N3CCCC3)cc2s1)c1cccs1 | -9 | -11 | 14% | 1% | -1.5 | 52 | i | 16 | -1% | -1% | -0.1% | 2.4%
Cc1cccc(-c2noc(CCC(=O)Nc3ccc(C(N)=O)cc3)n2)c1 | x | x | 25% | 4% | 2.7 | 54 | x | x | 16% | x | x | 3.1%
Cc1c(C(=O)Nc2ccc(-c3nnc4n3CCCCC4)cc2)oc2c1ccc1ccccc12 | 27 | 19 | 35% | 7% | 29 | 65 | i | 0 | -5% | -4% | 0.1% | -2.2%
CCN(C(=O)COC(=O)CNS(=O)(=O)c1ccc2ccccc2c1)C1CCCCC1 | x | x | x | x | 2.9 | 67 | x | x | x | -6% | 1.0%[50 µM] | -0.8%
CCOCCCNC(=O)CCS(=O)(=O)Cc1ccc(C)cc1 | -12 | -6 | -10% | -2% | -0.8 | 47 | i | 12 | -17% | -5% | 6.1% | 0.2%
O=C(NC(Cc1ccccc1)C(=O)N1CCCCC1)c1ccccc1 (centres undefined) | x | x | x | x | 1.0 | 74 | x | x | x | 4% | -0.1%[50 µM] | -2.9%
Cn1ccc(C(=O)Nc2sc3c(c2C(N)=O)CCCCC3)n1 | x | x | -17% | -11% | 0.7 | 57 | x | x | 6% | -2% | -0.1% | 3.2%
CCOC(=O)c1sc(NC(=O)CNCc2ccccn2)c(C(=O)OCC)c1C | x | x | 1% | -6% | 10 | 52 | x | x | -14% | 2% | 0.4% | -0.5%

Quoted from the listing.
Result for `Cn1ccc(C(=O)Nc2sc3c(c2C(N)=O)CCCCC3)n1` under LYP phosphatase: -11%
Result for `Cc1cc(Cl)ccc1NC(=O)CN1C(=O)NC2(CCCc3ccccc32)C1=O` (centres undefined) under NTR1 agonist cell count 20 µM: 50

Additional results follow.
SMILES | WT yeast gro inh | WT yeast gro inh mutant strain | AID2073 | LYP phosphatase | NTR1 agonist | NTR1 agonist cell count 20 µM | Autophagy mod | Autophagy mod cell loss 18 h | GPR35 antagonists | Dengue-2 NS5 capping | K1F lysis inhibition | RSV CPE inhibition
O=C(CC(NC(=O)c1ccccc1)c1ccccc1)Nc1cccc2ccccc12 (centres undefined) | 0 | 6 | 12% | 0% | 0.0 | 56 | i | -3 | -1% | -1% | 4.2% | 1.0%
O=[N+]([O-])c1ccc(Oc2ccc(F)cc2)c2ccncc12 | 46 | 35 | -13% | -9% | 0.2 | 45 | i | -1 | 10% | -7% | 0.7%[50 µM] | 20%
O=C1C2C3C=CC(C3=C(c3ccccc3)c3ccccc3)C2C(=O)N1Cc1ccccc1 (centres undefined) | 20 | 9 | -3% | -4% | -0.2 | 52 | i | 11 | 14% | 1% | -1.3% | 15%
CC1CCCCN1CCNC(=O)c1ccc2c(=O)n(Cc3ccc(Cl)cc3)c(=S)[nH]c2c1 (centres undefined) | x | x | 0% | -9% | 35 | 44 | x | x | 6% | -18% | 1.0% | -3.0%
O=C(O)C1CC=CCC1C(=O)NNS(=O)(=O)c1ccccc1 (centres undefined) | -1 | 10 | 0% | -3% | 0.6 | 83 | i | -7 | -5% | x | 0.0% | -0.4%
Cc1ccc(Cl)cc1N1CCN(C(=O)COc2ccc3c(c2)CCC3)CC1 | 51 | -5 | 0% | -4% | 2.1 | 88 | i | 2 | 1% | -2% | 0.1% | u
COc1ccc(CN2CC(C(N)=O)Oc3ccccc32)cc1F (centres undefined) | x | x | 2% | -6% | 1.6 | 46 | x | x | 4% | 2% | 0.2% | 0.8%
O=C(CCc1ccc(S(=O)(=O)N2CCOCC2)cc1)N1CCc2ccccc2C1 | -9 | -9 | 2% | -3% | 0.7 | 58 | i | 1 | 0% | 2% | 0.1% | 1.2%
CC(C)(C)N(Cc1nc(-c2ccccc2)no1)C(=O)c1ccc2c(c1)OCO2 | x | x | 8% | 2% | 0.1 | 38 | x | x | 10% | -9% | 1.5% | 4.5%
CCC(=O)NC(=S)Nc1ccc(NC(=O)c2ccc(OC)cc2)cc1 | 12 | 23 | 16% | 0% | 2.6 | 37 | i | 5 | -3% | -4% | 1.7% | 0.7%
CC1CN(S(=O)(=O)c2ccc(C(=O)O)cc2)CC(C)O1 (centres undefined) | x | x | 6% | -7% | -0.9 | 65 | x | x | -5% | -10% | 0.2% | -0.7%
N#Cc1cccc(C(=O)Nc2cccc(S(=O)(=O)N3CCCC3)c2)c1 | x | x | 38% | -6% | 1.1 | 49 | x | x | -9% | -2% | 0.0% | 2.7%
COc1ccccc1OCC(=O)Nc1cc(C)ccc1NC(=O)c1ccco1 | x | x | -10% | -5% | -0.5 | 39 | x | x | 2% | 1% | 2.7%[50 µM] | 0.3%
Cc1ccc(-c2cc(C(=O)N3CCN(C(=O)c4ccco4)CC3)[nH]n2)cc1C | x | x | -3% | -7% | -0.7 | 63 | x | x | 16% | -3% | 0.0% | 5.3%
O=C(O)c1ccc(N=Nc2c(-c3ccccc3)[nH]oc2=O)cc1 | x | x | 10% | -3% | -1.1 | 93 | x | x | 1% | 22% | 0.1% | 0.2%
CCc1c(C)sc(NC(=O)C2CC2)c1C(=O)OC(C)C | 16 | 4 | 0% | -5% | 5.9 | 43 | i | -2 | -9% | -2% | 2.7% | 2.6%
COc1ccc(OC)c2c1sc(=NC(=O)C1CC1)n2C | x | x | 10% | -4% | 2.6 | 72 | x | x | -3% | -1% | 0.4%[50 µM] | 2.4%
Cc1nc(N2CCN(C(=O)c3ccco3)CC2)c2oc3ccccc3c2n1 | x | x | -8% | -6% | 6.5 | 48 | x | x | -21% | -2% | 1.2% | 5.8%
COc1cccc(NC(=S)NNC(=O)CCn2cc([N+](=O)[O-])cn2)c1 | 3 | 1 | 22% | -6% | 1.3 | 39 | i | 3 | 10% | x | x | 2.5%
Cc1cccc(C)c1NC(=O)C1c2ccccc2Oc2ccccc21 | 2 | 0 | 12% | -9% | 0.1 | 55 | i | 2 | 0% | 3% | 2.6%[50 µM] | 1.3%
Cc1ccc(-n2c(C)c(C)c3c(N)ncnc32)cc1 | x | x | 0% | -10% | 0.3 | 56 | x | x | -4% | 2% | 1.3% | 6.0%
C/C(=N\NC(=O)c1ccccc1)c1cc2cc([N+](=O)[O-])ccc2oc1=O | -17 | -3 | 1% | -6% | x | x | i | 12 | 6% | 7% | -0.1%[50 µM] | -0.5%
O=C(OCc1ccc(F)cc1)c1ccc2ccccc2n1 | 16 | -10 | 2% | 0% | 0.5 | 91 | i | -6 | 4% | 12% | -2.2% | -0.1%
Cc1ccc(S(=O)(=O)N(C)C)cc1NC(=O)COc1cccc(-n2cnnn2)c1 | x | x | x | x | 0.0 | 43 | x | x | x | -8% | 1.0%[50 µM] | 1.3%
O=c1c2ccccc2c2ccccc2c(=O)n1CC1CCCO1 (centres undefined) | 2 | 7 | 9% | 3% | -0.9 | 41 | i | -3 | 4% | -3% | 4.1% | 0.8%
O=C(Nc1ccc(S(=O)(=O)Nc2ncccn2)cc1)C(F)(F)F | x | x | -9% | -11% | 4.1 | 58 | x | x | -2% | -5% | 0.4% | 2.0%
N#C/C(C(N)=O)=C1/CCc2ccccc2N1 | 6 | 14 | -1% | -4% | 0.4 | 49 | i | -7 | -12% | -8% | -0.1% | 7.5%
Cc1ccc(NC(=O)c2ccccc2F)nc1 | 3 | -27 | 2% | 1% | 4.4 | 52 | i | -2 | -7% | -4% | 0.5% | -0.8%
